Source: PubChem BioAssay
S1P2 ag: activates the human S1P2 receptor; S1P2-expressing cell line, agonist reporter read-out; 0.46% of 97,000 active; activation, % at 4.5 µM; AID 729; O95136; in the data active = activation above about 16%;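 note: 0% = vehicle low control and 100% = maximal reference agonist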
Target sequence (O95136 whole entry, looked up): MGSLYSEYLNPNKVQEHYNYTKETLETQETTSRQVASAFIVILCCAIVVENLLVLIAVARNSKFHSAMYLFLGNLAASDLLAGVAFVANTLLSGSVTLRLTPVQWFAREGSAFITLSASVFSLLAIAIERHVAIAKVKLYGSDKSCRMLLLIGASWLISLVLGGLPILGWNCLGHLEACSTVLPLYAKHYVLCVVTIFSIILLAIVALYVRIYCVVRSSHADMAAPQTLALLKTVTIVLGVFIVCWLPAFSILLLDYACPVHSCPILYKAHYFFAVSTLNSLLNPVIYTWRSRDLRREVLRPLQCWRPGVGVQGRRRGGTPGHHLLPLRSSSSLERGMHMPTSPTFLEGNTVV
EphB4 antag: blocks human EphB4 binding to ephrin-B2; P54760; EphB4 LBD / TNYL-RAW-Alexa532 peptide, fluorescence polarization; inhibition, % at 7 µM; 0.15% of 97,000 active;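 active = inhibition above the screen-wide mean inhibition plus 3 SD, cut at about 15% in these data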;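 note: 0% = DMSO wells and 100% = excess unlabeled TNYL-RAW peptide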
PTPN22 act: activators of human LYP (PTPN22) phosphatase. activation, % at 2 µM. AID 697. 0.11% of 96,000 active. Q9Y2R2. recombinant LYP, DiFMUP fluorescence; 0 = plate median, 100 = signal doubled;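 active = activation at 2 µM above a set limit, the mean plus 5 SD, cut at about 37% in these data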
S1P2 blocker: blocks the human S1P2 receptor; O95136; cell-based S1P2 antagonist assay, inhibition at 5 uM; inhibition, % at 5 µM; 0.21% of 97,000 active; in the data active = inhibition above about 45%;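 note: CRE beta-lactamase reporter cells expressing human S1P2 stimulated with S1P; 0% = agonist at EC80 alone and 100% = agonist plus reference antagonist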
LYP inh 2: blocks human PTPN22 phosphatase activity; 0.21% of 96,000 active; recombinant LYP catalytic domain, DiFMUP fluorescence; inhibition, % at 2 µM; AID 640;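 active = inhibition at 2 µM at or above a set limit, the screen mean plus 3 SD, cut at about 24% in these data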;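 note: 0% = DMSO with enzyme and 100% = enzyme fully blocked by orthovanadate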
PostGolgi ctrl: inhibits growth of the yeast control strain; efflux-deficient yeast background strain, growth absorbance A615, 16 h; inhibition, % at 10 µM; 5% of 98,000 active; AID 738
FAK blocker: FAK (human) kinase inhibition. Q05397. biochemical FAK kinase activity assay. 0.84% of 97,000 active. AID 727. inhibition, %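 (tested at 7 µM)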; in the data active = inhibition above about 19%;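 note: 0% = DMSO and 100% = reference compound high control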
HIV Rev-RRE inh: HIV Rev-RRE protein-RNA interaction inhibition | P05866 | Rev peptide-RRE RNA binding, FRET | inhibition, % at 8 µM | 0.79% of 97,000 active | AID 704;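 active = inhibition above the screen-wide mean plus 3 SD, cut at about 35% in these data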;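 note: 0% = median DMSO wells and 100% = median Neomycin B control wells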
Target sequence (P05866 whole entry, looked up): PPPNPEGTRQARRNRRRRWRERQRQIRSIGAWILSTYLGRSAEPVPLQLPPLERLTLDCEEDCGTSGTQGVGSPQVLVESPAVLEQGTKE
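Test system: labelled RRE RNA duplex and labelled Rev peptide. Times: 5 min compound–RNA preincubation, then 15 min with peptide, 25 °C. Doses: single-dose 8 µM. Measured by: FRET, excitation 480 nm, emission 540 nm donor and 671 nm acceptor. Measure: % inhibition of FRET ratio versus controls.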
PostGolgi yeast: growth inhibition of a yeast mutant, post-Golgi transport screen; post-Golgi transport phenotypic cell assay; inhibition, % at 10 µM; 0.9% of 98,000 active; AID 739;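 note: yeast cells grown in 1536-well plates; yeast grown about 18 h at 30C before absorbance read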
* marks the source's active call; other numbers are inactive results; / = no result given. Cut-off read from the data, not from the text of the source, unless noted: active = inhibition above about 30%; inactive = the rest.

SMILES,S1P2 ag,LYP inh 2,HIV Rev-RRE inh,PTPN22 act,S1P2 blocker,EphB4 antag,FAK blocker,PostGolgi yeast,PostGolgi ctrl
Cn1c(SCC(=O)N2CCOCC2)nnc1-c1cccc(NC(=O)c2ccccc2)c1,-9,2,6,-5,17,-3,3,4,4
Cc1ccc2nsnc2c1S(=O)(=O)Nc1cccc2nsnc12,-4,2,0,-4,21,2,71*,14,26
NC(=O)c1ccc2c(c1)OCCO2,-6,-6,5,6,-6,-8,-1,-4,6
O=C(Cn1nc(-c2ccccc2)ccc1=O)N1CCOCC1,-5,-4,10,1,4,6,0,/,/
O=C(O)c1ccc(COCC(F)(F)C(F)F)o1,-6,3,2,-5,13,2,-2,7,13
O=C(CSc1nc2ccc(S(=O)(=O)N3CCOCC3)cc2[nH]1)N1CCOCC1,-1,34*,3,-36,-32,-1,2,-2,12
CCOC(=O)CSc1nnc(CNc2ccc(Cl)cc2)n1Cc1ccccc1,-6,-3,5,3,-4,-6,0,/,/
Cc1cc(NC(=O)c2ccc(S(=O)(=O)N3CCOCC3)cc2)nc2c1c(=O)oc1ccccc12,-6,17,8,-14,2,-5,4,31*,4
CC(C)n1cc(/C=C2\NC(=O)N(c3cccc(Cl)c3)C2=O)c2ccccc21,2,6,6,-6,-8,7,-1,-6,11
CCN(CC)S(=O)(=O)c1ccc(C(=O)NC2=C(C(=O)OC)SCC2)cc1,0,-4,-3,3,15,-2,4,-1,15
O=c1c2ccccc2nc(SCc2cc(F)cc3c2OCOC3)n1Cc1ccco1,-5,2,6,-5,-7,6,0,-5,0
Brc1ccccc1OCCCCCN1CCCC1,-7,19,2,-16,7,2,5,-1,11
NC(=O)c1sc2nc3c(c(-c4ccc(Cl)cc4)c2c1N)CCCC3,-2,5,10,-7,8,2,-4,7,35*
O=C(NC1CCN(C(=O)N2c3ccccc3Sc3ccccc32)CC1)c1ccccc1Cl,-6,-25,-2,28,-12,0,2,9,43*
COc1ccc(-n2nnnc2SCC(N)=O)cc1,-4,-6,7,1,-4,3,-1,-1,13
Cc1c(C)[n+](=O)c2c(n1[O-])CCC2,-5,3,1,-5,16,-6,-2,-6,9
O=C(Nc1nnc(-c2ccc(Cl)cc2)o1)c1nc2ccccc2s1,-9,13,10,-13,51*,3,4,2,-3
CCNc1nc(NCC)nc(C(=O)NN)n1,-5,0,3,1,-4,-55,0,/,/
Cn1c(/C=C/c2ccc([N+](=O)[O-])o2)nc2ccccc2c1=O,-11,13,15,-12,38,1,8,62*,41*
Clc1ccccc1OCCCCN1CCCC1,-3,1,-1,-3,13,-7,-1,0,-2

Following part:
SMILES,S1P2 ag,LYP inh 2,HIV Rev-RRE inh,PTPN22 act,S1P2 blocker,EphB4 antag,FAK blocker,PostGolgi yeast,PostGolgi ctrl
COCCn1c(SCC(=O)NC(=O)NC(C)(C)C)nc2ccccc21,-3,6,5,-6,3,-2,1,2,4
COc1ccc(OC)c(C(c2nnnn2CCc2ccccc2)N2CCC(C(N)=O)CC2)c1 (stereo not drawn),-1,-2,8,2,13,-4,-1,4,2
O=C(Cn1c(-c2ccccc2)noc1=O)Nc1ccc(N2CCCCCC2)cc1,-8,-2,3,0,2,1,1,4,13
O=C(Cn1[nH]c(=O)c2ccccc2c1=O)OCC(=O)N1CCc2ccccc2C1,-4,-35,1,34,8,0,4,1,-1
CC(C)CNC(=S)NNC(=O)c1ccc2c(c1)OCO2,-5,-3,16,6,4,-2,1,18,-6
CSc1ncccc1C(=O)OCc1ccccc1,-4,1,2,2,-31,-10,4,-8,-4
CCCc1nc(SCC(=O)Nc2cc(Cl)ccc2OC)c2c(=O)n(C)c(=O)n(C)c2n1,-4,-6,9,6,14,-9,-5,4,6
O=C(Nc1ccc(Oc2ccccc2)cc1)c1ccco1,-6,-15,0,14,11,-4,0,-1,0
COc1ccc(CSc2nc(C)cc(=O)[nH]2)cc1Br,-5,5,5,-3,6,5,-1,-5,17
O=c1[nH]cnc2nc3n(c12)CCCCC3,-5,-23,2,22,-3,3,0,-2,8
N#CC1=C(Nc2ccccc2)SC=C(c2ccc(Cl)c(Cl)c2)N=C1N1CCOCC1,-5,8,0,-6,17,-5,0,-7,1
CCc1ccc(NCc2nc3ccccc3c(=O)[nH]2)cc1,-4,9,14,-8,15,1,6,14,14
CCOc1nc(NCCc2ccc(OC)c(OC)c2)nc(NC(C)(C)CO)n1,-1,6,4,-6,-14,1,-1,-9,6
COc1cccc(CNC(=O)CCCNS(=O)(=O)c2cccs2)c1,-3,4,3,-5,1,2,1,-3,9
COC(=O)C1=C(C)NC(C)=C(C(=O)OC)C1c1ccc(N(C)C)cc1,-3,7,-1,-9,13,3,-3,12,3
CCCCSc1nc(C)cc(SCC(=O)N/N=C/c2cccc(OC)c2O)n1,-5,16,1,-14,12,9,-4,4,4
Cc1ccc(NCCNc2ccc(C)cc2)cc1,-5,-4,1,4,12,0,4,-7,6
CCOC(=O)N1CCC(NC(=O)Cn2nc(Cc3ccncc3)c3ccccc3c2=O)CC1,-9,-13,3,9,9,0,-2,-11,-4
Cn1c(C(=O)N2CCOCC2)cnc1Sc1ncc(C(F)(F)F)cc1Cl,-2,0,-1,2,1,1,0,3,10
CCCn1c(CCC(=O)O)ccc1-c1ccc(OC)cc1,-3,10,28,-6,12,-2,-4,1,9

Among those listed so far, these have a COOH group.
SMILES,S1P2 ag,LYP inh 2,HIV Rev-RRE inh,PTPN22 act,S1P2 blocker,EphB4 antag,FAK blocker,PostGolgi yeast,PostGolgi ctrl
O=C(O)c1ccc(COCC(F)(F)C(F)F)o1,-6,3,2,-5,13,2,-2,7,13
CCCn1c(CCC(=O)O)ccc1-c1ccc(OC)cc1,-3,10,28,-6,12,-2,-4,1,9

(further entries)
SMILES,S1P2 ag,LYP inh 2,HIV Rev-RRE inh,PTPN22 act,S1P2 blocker,EphB4 antag,FAK blocker,PostGolgi yeast,PostGolgi ctrl
N#CCCn1c2ccccc2c2nc3ccccc3nc21,12,-3,3,0,-62,2,7,7,-5
CCOC(=O)c1sc2nc(CSc3nc4ccccc4n3CC)[nH]c(=O)c2c1C,-6,-2,11,-1,17,8,10,-3,5
CC(=O)NCCN1C(=O)C2C3c4ccccc4C(c4ccccc43)C2C1=O (stereo not drawn),-6,8,3,-5,11,1,1,-3,11
CCOC(=O)NC1(C(F)(F)F)C(=O)NC(C)=C1C(=O)OC (stereo not drawn),1,-8,3,7,2,-1,1,0,16
CN(NC(=O)NN)c1ncc(C(F)(F)F)cc1Cl,-10,-4,3,7,12,-2,-5,6,12
CC(C)(C)C1CCc2c(sc(NC(=O)c3cccs3)c2C(N)=O)C1 (stereo not drawn),-1,-5,8,2,-33,-7,1,/,/
COc1cc2c(cc1OC)C1(NCC2)C(=O)Nc2ccccc21 (stereo not drawn),-2,0,6,-1,-3,1,-2,0,48*
CCn1c(SC)nnc1C1CCN(S(=O)(=O)c2ccc(OC)cc2)CC1,-3,9,0,-5,17,-1,-5,2,15
CC(=O)c1ccc(N2CCN(C(=O)CCCn3c(=S)[nH]c4cc5c(cc4c3=O)OCO5)CC2)cc1,0,6,-1,-6,-3,2,3,-4,5
Nc1[nH]n2c(=O)cc(-c3ccccc3)nc2c1N=Nc1ccccc1,-9,23,3,-19,12,4,-2,6,14
CC(C)Cc1cc(C(=O)N2N=C(C(F)F)CC2(O)C(F)F)c2ccccc2n1 (stereo not drawn),1,0,10,0,-23,-2,1,/,/
CCOC(=O)C1CCN(C(=O)Cc2c(C(=O)O)[nH]c3ccccc23)CC1,-5,-6,1,3,7,0,-1,-2,6
CC(C)N1C(=O)/C(=C/c2nc3ccccc3c(=O)n2-c2ccccc2)c2ccccc21,-6,6,0,-2,20,-2,0,-3,31*
O=C(NCCCCc1ccccc1)c1ccc(Br)o1,-4,3,6,-4,2,2,2,/,/
CCOC(=O)C1=NN(c2ccccc2)C2=NC(C)=C(C(=O)OC)C(c3cccs3)N12 (stereo not drawn),0,9,12,-8,-17,-3,2,/,/
Cc1ccc(-c2cc(C(=O)NCc3cccnc3)no2)cc1,-9,13,6,-16,2,2,-3,-4,3
Cc1ccc(S(=O)(=O)N/N=C/c2cnn(C)c2C)cc1,-3,-11,7,8,-31,-3,0,3,-1
Fc1cccc(C[n+]2csc3ccccc32)c1,-2,4,0,-2,-8,-8,-2,20,6
CC1=Nn2c(nnc2-c2ccco2)SC1,2,2,5,-3,-11,-2,-2,-4,-6
CCN(CC)CCNc1ccnc2cc(Cl)ccc12,-7,5,-1,-3,16,1,5,-10,3

Other structures:
SMILES,S1P2 ag,LYP inh 2,HIV Rev-RRE inh,PTPN22 act,S1P2 blocker,EphB4 antag,FAK blocker,PostGolgi yeast,PostGolgi ctrl
COc1ccc(CC(=O)Nc2cccc(-c3csc(C)n3)c2)cc1,-3,4,9,-3,19,-1,2,4,14
CCOc1ccc(NCc2nnc(SCC(=O)Nc3cc(C)on3)n2-c2ccc(OC)cc2)cc1,-4,11,-4,-10,-11,-10,4,2,0
O=C(OCc1cccc2ccccc12)c1ccc2c(=O)[nH]c(CN3CCOCC3)nc2c1,-4,13,3,-13,19,-4,0,-7,0
Cc1ccc(NC(=O)N2Cc3ccccc3CC2C(=O)NC(C)(C)C)cc1 (stereo not drawn),-3,3,3,1,-2,2,-2,-4,2
CCCc1cc(=O)[nH]c(SCC(=O)c2c(N)n(C)c(=O)n(C)c2=O)n1,-5,2,5,-3,14,6,-4,0,0
COCCn1c(SCC(=O)Nc2ccc(Cl)cn2)nc2ccccc21,-4,4,4,-4,-11,4,-1,-1,10
CC(=O)Nc1ccc2c(c1)C(=O)c1ccccc1C2=O,-7,-3,7,6,-18,-1,11,2,14
CCN(CC)CC(C)CNC(=O)CC(C(=O)N1CCc2ccccc21)n1ccnc1 (stereo not drawn),-2,9,8,-7,17,2,-1,-3,-2
CCOC(=O)C1=C(C)N=C2SCCC(=O)N2C1c1sccc1C (stereo not drawn),-5,6,1,-5,3,-1,-6,-2,9
Cc1ccc(Cl)cc1N1CCN(C(=O)COc2ccc(S(=O)(=O)NC(C)C)cc2)CC1,-9,0,4,-3,30,1,4,-12,2
Cc1cccc(N2CCCn3c2nc2c3c(=O)n(CCN3CCOCC3)c(=O)n2C)c1,-6,2,1,-2,3,6,6,22,9
CCOc1ccccc1OC(=O)c1ccco1,-3,-6,9,5,1,2,-1,-2,36*
N/C(=N\OC(=O)c1cc(-c2ccccc2)nc2ccccc12)c1ccc(Cl)cc1,-2,3,12,1,12,6,2,27,-4
CCn1c(SCC(=O)c2cc(OC)ccc2OC)nnc1-c1ccncc1,-2,-3,0,5,-6,-4,1,/,/
CNC(=O)NC(=O)COC(=O)CCCOc1ccc(OC)cc1,-7,-11,-2,10,6,-5,-1,0,7
CCN(c1ccccc1)S(=O)(=O)c1ccc(N)c(OC)c1,0,1,1,-2,-18,-1,-1,-13,2
COc1ccc(N2C(=O)CC(Sc3nc(C)c4c(n3)CCCC4)C2=O)cc1 (stereo not drawn),-5,-2,8,0,-10,4,4,-2,-2
O=C(Oc1ccccc1Cl)c1ccc(-n2cncn2)nc1,-6,3,4,-1,5,-6,-2,7,9
COc1cccc(OC)c1-c1nn2c(-c3ccccc3Cl)nnc2s1,-10,10,6,-10,-7,2,-3,-3,38*
Cc1cc(C(=O)NCCCOC(C)C)c2ccccc2n1,-2,-1,-3,-3,2,-4,-1,3,4
CC(C)CNS(=O)(=O)c1cc(C(=O)N2CC(C)OC(C)C2)c(Cl)cc1Cl (stereo not drawn),-6,-3,-3,3,-12,-7,-9,-1,12
